HTRA1 inhibitor = blocks human HTRA1 serine peptidase. recombinant HTRA1, FP-rhodamine activity-based probe, fluorescence polarization. AID 504803. Q92743. inhibition, % at 5.96 µM. 0.5% of 340,000 active; in the data active = inhibition above about 36%;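 also: 0% = enzyme with DMSO and 100% = wells lacking enzyme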
PG9 binder = small molecules binding HIV-1 gp120 antibody PG9 | 0.43% of 360,000 active | TR-FRET gp120-PG9 antibody binding | inhibition, % at 6.7 µM; in the data active = inhibition above about 8.5%
PRMT1 inh = blocks human protein arginine methyltransferase 1; AID 652257; inhibition, % at 2.79 µM; Q99873; recombinant PRMT1, activity-based probe fluorescence polarization; 1.3% of 370,000 active;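 active = inhibition above about 21% made by adding two undisclosed values, limit read from the data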
NR1D1 modulator = modulators of human Rev-erb alpha DNA binding; P20393; Rev-erbα–FITC-DNA binding, fluorescence polarization, 90 min; activity, % at 10 µM; 0.79% of 370,000 active; AID 1259318;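 active = activity above about 14%, limit read from the data; passing the limit was not always enough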;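 also: 0% = DMSO wells with 35 nM protein and 100% = DMSO wells with 750 nM protein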
TCR-CD3 inh = human TCR-CD3 binding inhibition | inhibition, % at 9.4 µM | 0.37% of 360,000 active | AID 651800 | TAMRA-labeled TCR probe fluorescence, biochemical; in the data active = inhibition above about 19%;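 also: recombinant mutant TCR 2C K166C tagged with TAMRA read by polarization; 0% = receptor in buffer alone and 100% = receptor with positive control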
SIAE primary = blocks human sialic acid acetylesterase. Q9HAT2. SIAE FP-Rh probe binding, fluorescence polarization. inhibition, % at 9.66 µM. 0.69% of 370,000 active;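 active = inhibition above a cutoff: mean of compounds within the control limits plus 3 SD of those, cut at about 17% in these data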;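 also: 0% = plate median of compound wells and 100% = probe without SIAE protein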
LEDGF integ inh = blocks HIV-1 LEDGF/p75-dependent DNA integration. TR-FRET IN-LEDGF/p75 DNA integration, Eu/Cy5. inhibition, % at 3.7 µM. 0.64% of 370,000 active;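 active = inhibition above the screen-wide mean plus 3 SD, cut at about 13% in these data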;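 also: signal is the Cy5 over europium emission ratio at 671 and 618 nm; 0% = plate median of compound wells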
mABHD4 FP = inhibitors of mouse ABHD4; Q8VD66; purified mABHD4, FP-Rh probe fluorescence polarization; inhibition, % at 8.92 µM; 0.54% of 370,000 active;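 active = inhibition exceeding the mean over every tested compound plus 3 SD, cut at about 30% in these data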;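 also: 0% = plate median of compound wells and 100% = S159A mutant with DMSO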
Target sequence (Q8VD66 whole entry, looked up): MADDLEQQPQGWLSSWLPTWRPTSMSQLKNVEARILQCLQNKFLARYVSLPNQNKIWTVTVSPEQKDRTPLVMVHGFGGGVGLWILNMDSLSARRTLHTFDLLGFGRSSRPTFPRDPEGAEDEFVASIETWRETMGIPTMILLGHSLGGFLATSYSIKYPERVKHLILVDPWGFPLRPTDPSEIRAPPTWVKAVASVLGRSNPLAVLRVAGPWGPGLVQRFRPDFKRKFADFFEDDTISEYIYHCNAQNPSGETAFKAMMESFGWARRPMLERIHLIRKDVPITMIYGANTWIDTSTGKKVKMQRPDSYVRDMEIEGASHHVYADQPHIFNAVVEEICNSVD
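system = mouse ABHD4 enzyme, wild type | medium = HEPES pH 7.0, NaCl, Pluronic buffer | also added = FP-Rh probe | incubation = Enzyme–compound pre-incubation 45 min, then probe 60 min, both 25 °C | technique = fluorescence polarization, excitation 525 nm, emission 598 nm, BODIPY TMR filters | controls = S159A mutant high control, sample median low control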
rCAG binder = binds r(CAG) RNA repeats; 1.3% of 370,000 active; inhibition, % at 3 µM; r(CAG) RNA repeat, TO-PRO-1 dye displacement fluorescence;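 active = inhibition above the plate cutoff, the mean of all test compounds on that plate plus 3 SD, cut at about 35% in these data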;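 also: 0% = DMSO alone and 100% = 100 µM mitoxantrone as full dye displacement; higher means more dye released from RNA so lower well fluorescence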
TDP2 absorb = blocks human TDP2 phosphodiesterase activity; O95551; recombinant TDP2, T5PNP hydrolysis, p-nitrophenol absorbance 415 nm; inhibition, % at 12.8 µM; 0.34% of 370,000 active; AID 720702;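 active = inhibition above the mean of all tested compounds plus 3 SD, set per campaign, cut at about 25% in these data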;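 also: 0% = DMSO with enzyme and 100% = buffer with substrate but no TDP2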
Target sequence (O95551 whole entry, looked up): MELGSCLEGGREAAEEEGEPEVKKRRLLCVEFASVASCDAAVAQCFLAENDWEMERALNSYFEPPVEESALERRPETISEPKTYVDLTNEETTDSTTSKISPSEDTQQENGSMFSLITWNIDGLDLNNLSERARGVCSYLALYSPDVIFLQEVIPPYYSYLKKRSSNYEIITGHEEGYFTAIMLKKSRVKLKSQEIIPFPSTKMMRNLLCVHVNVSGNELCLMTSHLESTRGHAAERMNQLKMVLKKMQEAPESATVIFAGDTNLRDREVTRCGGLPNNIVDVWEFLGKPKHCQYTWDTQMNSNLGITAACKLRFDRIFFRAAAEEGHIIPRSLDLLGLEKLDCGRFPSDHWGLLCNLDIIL
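System – recombinant human TDP2 · Amount – 120 nM TDP2 per well · Buffer or medium – Mg2+-containing Tris-HCl buffer, pH 7.5 · Reagent – T5PNP substrate, 5 mM · Dosing – 12.8 µM single point, 1% DMSO · Incubation – 2 h at 37 °C · Measured by – epi absorbance · Read-out basis – percent inhibition · Benchmarks – high control without enzyme, low control DMSO plus TDP2 · Repeats – singlicate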
* hit, by the source's call; . = not tested or not shown. Only part of the results is shown. The share of hits here may be higher or lower than overall.

SMILES	HTRA1 inhibitor	PG9 binder	PRMT1 inh	NR1D1 modulator	TCR-CD3 inh	SIAE primary	LEDGF integ inh	mABHD4 FP	rCAG binder	TDP2 absorb
COc1cccc(CN(C)C[C@@H]2OCc3ccccc3-c3c(n(C)c4ccccc34)C(=O)N([C@@H](C)CO)C[C@H]2C)c1	-22	-0.4	9	-2	6	1	2	0	10	-17
COc1cc(-c2nnc(SCC(=O)c3ccccc3)o2)cc(OC)c1OC	-1	-2.0	2	-3	-2	-4	-2	-3	-6	2
O=C(NCc1cccc(Cl)c1)C1CCC(=O)N(C2CC2)C1 (configuration not stated)	4	0.1	-1	6	2	0	-1	2	-1	-3
C[C@H]1CN([C@@H](C)CO)C(=O)Cc2cc(NS(=O)(=O)c3cccs3)ccc2O[C@H]1CN(C)S(=O)(=O)c1cn(C)cn1	-2	0.2	5	-1	-6	7	-2	3	6	7
CN(C(=O)c1cc([N+](=O)[O-])ccc1NCc1cccnc1)c1ccccc1	5	-1.2	-3	9	5	3	-6	3	-3	-7
Cc1c(NC(NC(=O)CC(C)C)C(Cl)(Cl)Cl)c(=O)n(-c2ccccc2)n1C (configuration not stated)	-3	0.9	-3	-6	1	1	-2	6	-2	0
Cc1nc(N2CCOCC2)c2c3c(sc2n1)CCC3	2	0.8	-3	-9	0	-1	6	-8	-1	-15
CCN(C(=O)COC(=O)c1cnc(C)cn1)c1c(N)n(Cc2ccccc2)c(=O)[nH]c1=O	8	-1.7	-2	2	1	0	4	3	3	13
O=C(c1ccncc1)N1CCN(C(=O)c2ccncc2)CC1	6	-0.4	-2	-2	4	-11	-1	0	-5	6
CC(CNC(=O)CN1C(=O)C(=O)N(C2CCCC2)C1=O)c1ccccc1 (configuration not stated)	0	0.9	2	1	-4	-5	2	0	3	-3
Cc1nnc(Nc2ccc(S(N)(=O)=O)cc2)c2ccccc12	4	-0.3	-1	4	5	-1	2	2	2	20
CC(=O)Nc1ccc(S(=O)(=O)NCC2CCC(C(=O)NC3CCCCCC3)CC2)cc1 (configuration not stated)	-4	-0.7	0	2	1	8	-5	3	-3	9
CC1CN(C(=O)COC(=O)c2ccc(Cl)nc2)CC(C)O1 (configuration not stated)	5	-0.5	-3	0	-1	-7	3	3	-5	2
Cc1cc(OC(C)C)nc(NCc2ccccc2)n1	-3	-3.0	-2	4	2	-3	0	6	-7	-3
CC(=O)NC(CC(=O)OCC(=O)Nc1ccc2c(c1)OCO2)c1ccccc1 (configuration not stated)	9	-1.4	-3	-1	1	-1	1	-6	-1	-1
CC(=O)[C@@H]1[C@@H](C)N(Cc2ccccc2)C(=O)N[C@H]1c1cccc(C(F)(F)F)c1	-7	-0.7	0	-1	10	1	0	4	-6	-8
O=C1NCN(CCO)CN1	6	-1.0	-3	0	3	12	2	6	0	15
O=C(/C=C/c1ccccc1Cl)Nc1ccncc1	-16	0.8	2	7	6	-14	-1	-22	5	-7
O=C(N/N=C\c1ccccn1)C1c2ccccc2Oc2ccccc21	3	-1.7	1	5	-1	-8	2	-1	0	2
O=c1nc(/C=C/c2cccn2-c2ccc([N+](=O)[O-])cc2)cc(C(F)(F)F)[nH]1	10	-0.9	1	-5	-6	6	4	13	21	7
CC[C@@H](NCCCn1cnc2c(SC)ncnc21)c1ccccc1	-3	-0.8	-6	-1	2	0	0	4	0	3
CC(O)CNCCCOc1cccc(C(F)(F)F)c1 (configuration not stated)	7	0.7	6	-8	2	-8	-1	22	-2	13
Cc1ccc(NC(=O)c2ccc(S(=O)(=O)N3CC(C)CC(C)C3)cc2)cc1S(=O)(=O)N1CCOCC1 (configuration not stated)	-4	0.3	3	-4	13	-102	0	-2	5	-14
CCC1=NN2C(=N)/C(=C/c3ccc(OS(=O)(=O)c4ccc(C)cc4)c(OC)c3)C(=O)N=C2S1	-19	0.9	-1	-1	5	-10	2	6	19	16
COc1cc(NC(=O)CSCc2ccc(Cl)cc2Cl)c(C(=O)O)cc1OC	-3	0.3	-2	-5	0	-1	-1	-2	20	7
COC(=O)c1sccc1NC(=O)c1c(C)noc1C	0	0.8	2	3	-2	-7	-3	-2	-3	-12
COc1ccc(NC(=O)CN(C)C(=O)CN2C(=O)c3ccc([N+](=O)[O-])cc3C2=O)cc1	5	-1.4	2	-8	-12	6	-1	0	3	-3
CCOC(=O)Cn1c(=NC(=O)CSC(C)=O)sc2ccccc21	-8	0.0	8	4	3	4	3	-3	2	-2
Nc1cc(=O)[nH]n1C1CCN(c2ccccc2)CC1	-1	1.1	2	-1	-2	2	4	7	0	4
Cc1[nH]c(=O)[nH]c(=O)c1S(=O)(=O)N(C)Cc1ccccc1	-3	-0.3	-3	-6	1	2	5	7	0	4
CCC(CC)c1nnc(NC(=O)CCS(=O)(=O)Cc2ccccc2)s1	-4	-0.5	6	0	7	6	2	1	1	12
Cc1cc(C)c2nc3nc(C)c(C)cc3c(N)c2c1	-1	1.4	1	-1	-3	-9	-1	4	17	3
CCCCN1C(N)=NC[C@@H]1Cc1ccccc1	6	-1.1	0	-3	3	3	1	2	9	1
COc1ccccc1Cc1c(-c2ccc(C)cc2)nc2c(C)cc(Br)cn12	.	3.5	-4	7	-7	-6	5	-4	28	-16
O=C(CSc1nnc(-c2ccccc2)n1-c1ccc(Cl)cc1)c1ccc(Cl)cc1	.	.	-1	2	.	2	-2	2	6	3
COc1cc2cc(CN(CCO)S(=O)(=O)c3ccccc3Cl)c(=O)[nH]c2cc1OC	-1	1.3	-4	1	-5	1	3	-1	1	13
CCCCOc1ccc(-c2nnn(CCC(=O)N3CCOCC3)n2)cc1	10	-2.1	-1	-3	9	-5	0	-4	-6	-3
O=C(Nc1ccccc1N1CCOCC1)c1cc(=O)[nH]c2ccccc12	2	0.6	4	-9	-8	-5	0	-4	2	1
COC(=O)COc1ccc(NS(=O)(=O)c2cccc([N+](=O)[O-])c2)cc1	-5	-0.7	6	3	-7	2	1	-2	2	9
CCCCNC(=S)N(C)/N=C/c1ccc(OCC(=O)Nc2c(C)cc(C)cc2C)c(OC)c1	-15	-0.8	0	-2	-2	-11	-4	-6	2	-1
CCN1CCN(c2nc3c(c(=O)[nH]c(=O)n3C)n2Cc2ccccc2F)CC1	9	-0.4	-2	-4	0	-2	-1	0	1	2
Cc1nn(C(=O)c2ccco2)c(C)c1Sc1ccc(Cl)cc1	6	1.8	2	2	-7	-5	6	-5	-1	-14
Cc1ccc(C)c(NC(=O)CNC(=O)N2CC(=O)Nc3ccccc32)c1	-1	1.0	-3	6	-2	6	0	12	-1	7
CCOc1ccc(NC(=O)CSc2ncnc3c2sc2ccccc23)cc1	-3	-0.6	-3	298*	2	-1	-1	-9	1	8
COc1ccc(OC)c(NC(=O)COc2ccc(S(=O)(=O)NC(C)C)cc2)c1	-2	-1.3	4	3	-8	-5	1	0	-1	2
C[C@@H]1CC2=C(C(=O)OC(C)(C)O2)[C@@H](C2CC2)O1	.	1.1	2	-6	6	1	-2	1	3	-5
CSc1ccc(S(=O)(=O)NCc2ccccc2C)cc1	-12	-1.9	5	-1	-1	-6	-4	-13	3	-5
Fc1ccc(Oc2nc(-c3ccccc3)nnc2C(F)(F)F)cc1	1	-1.4	-2	1	8	11	-1	-10	4	-9
Cc1ccc(OCc2cc(C(=O)N3CC4C[C@@H]5CC3C[C@H](C4)C5)no2)cc1C	-10	-1.4	3	2	-1	-7	-2	-3	-1	-1
CCCNC(=O)CCC(=O)Nc1ncc(-c2ccc(C)cc2)n1C	7	0.2	1	0	-4	-1	-1	9	-1	-9
CCN(CC)S(=O)(=O)c1cnccc1N1CCN(c2cccc(Cl)c2)CC1	-8	-3.2	-2	-4	5	3	-1	-6	0	-12
CCCCCCCCCC(=O)N1CCN(c2cc3c(cc2F)c(=O)c(C(=O)O)cn3CC)CC1	3	-2.0	2	15	0	2	4	4	-2	6
COC(=O)c1cc(NC(=O)c2c(-c3ccccc3)noc2C)ccc1N1CCOCC1	4	0.5	-4	-1	-6	-4	2	0	-2	-8
CC(C)(C)NC(=O)C(c1cccs1)N(Cc1ccco1)C(=O)c1csnn1 (configuration not stated)	2	0.4	3	1	6	2	1	4	2	1
Cc1cccc(C)c1OCC(O)Cn1ccnc1C (configuration not stated)	-5	-2.0	-3	-4	-3	-1	3	5	0	-5
O=C(CN1C(=O)S/C(=C\c2ccc(C(=O)O)cc2)C1=O)Nc1ccccc1	7	0.3	4	0	-6	0	1	-7	0	5
CCc1nonc1NC(=O)c1oc2cc(C)c(Cl)cc2c1C	4	-0.6	-1	8	4	1	2	3	2	2
CN1C(=O)c2cccc3c(S(N)(=O)=O)ccc1c23	-1	-0.7	1	4	-3	-3	-8	-3	3	-11
COc1cc2c(cc1OC)CN(C(=S)Nc1c(C)cccc1C)CC2	-8	-2.7	2	-6	-2	-4	-1	1	-1	18
O=C(CSc1nc(Nc2ccccc2)nc(N2CCOCC2)n1)Nc1cccc([N+](=O)[O-])c1	-62	-1.9	1	2	5	-77	-3	-56	12	1
Later entries
SMILES	HTRA1 inhibitor	PG9 binder	PRMT1 inh	NR1D1 modulator	TCR-CD3 inh	SIAE primary	LEDGF integ inh	mABHD4 FP	rCAG binder	TDP2 absorb
CC(C)c1cc(C(C)C)c(S(=O)(=O)N2CCCC(C(=O)NCc3cccs3)C2)c(C(C)C)c1 (configuration not stated)	.	.	1	9	.	-6	-6	-6	5	-10
O=C1NC(=O)C(=Cc2ccc(Cl)c(Cl)c2)S1	-37	-0.5	1	-10	7	-29	3	-56	34	-4
CC(=O)N1CCN(c2cc3c(cc2F)c(=O)c(C(=O)O)cn3C2CC2)CC1	1	1.7	-1	-1	0	-3	-2	1	1	-9
COCCSc1ccccc1C(=O)Nc1cc(C)cc(C)c1	-9	1.9	11	3	-5	2	-2	7	-5	-1
Nc1c(NCCN2CCCCC2)c2ccccc2oc1=O	2	0.8	8	-1	-10	2	2	-13	0	2
C(/C=C/c1ccccc1)=N/N1CCN(c2ccccc2)CC1	0	0.4	-2	3	6	3	-1	5	-1	2
O=C(NC(=S)Nc1ccc(Cl)cn1)c1cc([N+](=O)[O-])ccc1N1CCOCC1	5	0.3	1	0	-10	4	-1	-2	-1	-7
Cc1ccc(-c2nnc(SCC(N)=O)nc2-c2ccc(C)cc2)cc1	-3	0.3	0	-3	5	7	3	1	0	-4
CC(C)N1CCN(C2CSCCSC2)CC1CCO (configuration not stated)	3	-0.4	0	-5	-6	7	-3	-1	-1	5
O=C(Nc1ccc2c(c1)OCCO2)c1cc2ccccc2o1	-4	-1.1	-3	1	-4	2	-1	-4	-4	-1
O=C(OCc1cncs1)c1cccs1	4	-1.2	-5	2	5	-2	0	-5	1	9
